High-throughput results: PubChem BioAssay, University of Kansas High Throughput Screening Laboratory
Pf apPOL block – Pf-apPOL DNA polymerase inhibition | Recombinant Pf-apPOL, molecular beacon fluorescence, 1.5 h | inhibition, % at 10 µM | 210,000 tested, 0.25% active
mHTT CaM bind – mHTT-calmodulin interaction abrogation. P42858. AlphaScreen His-mHTT/GST-CaM binding, luminescence. inhibition, % at 15 µM. 190,000 tested, 3.6% active;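 also: 0% = both proteins with DMSO and 100% = one protein alone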
Target sequence (P42858 whole entry, looked up, stated change not applied): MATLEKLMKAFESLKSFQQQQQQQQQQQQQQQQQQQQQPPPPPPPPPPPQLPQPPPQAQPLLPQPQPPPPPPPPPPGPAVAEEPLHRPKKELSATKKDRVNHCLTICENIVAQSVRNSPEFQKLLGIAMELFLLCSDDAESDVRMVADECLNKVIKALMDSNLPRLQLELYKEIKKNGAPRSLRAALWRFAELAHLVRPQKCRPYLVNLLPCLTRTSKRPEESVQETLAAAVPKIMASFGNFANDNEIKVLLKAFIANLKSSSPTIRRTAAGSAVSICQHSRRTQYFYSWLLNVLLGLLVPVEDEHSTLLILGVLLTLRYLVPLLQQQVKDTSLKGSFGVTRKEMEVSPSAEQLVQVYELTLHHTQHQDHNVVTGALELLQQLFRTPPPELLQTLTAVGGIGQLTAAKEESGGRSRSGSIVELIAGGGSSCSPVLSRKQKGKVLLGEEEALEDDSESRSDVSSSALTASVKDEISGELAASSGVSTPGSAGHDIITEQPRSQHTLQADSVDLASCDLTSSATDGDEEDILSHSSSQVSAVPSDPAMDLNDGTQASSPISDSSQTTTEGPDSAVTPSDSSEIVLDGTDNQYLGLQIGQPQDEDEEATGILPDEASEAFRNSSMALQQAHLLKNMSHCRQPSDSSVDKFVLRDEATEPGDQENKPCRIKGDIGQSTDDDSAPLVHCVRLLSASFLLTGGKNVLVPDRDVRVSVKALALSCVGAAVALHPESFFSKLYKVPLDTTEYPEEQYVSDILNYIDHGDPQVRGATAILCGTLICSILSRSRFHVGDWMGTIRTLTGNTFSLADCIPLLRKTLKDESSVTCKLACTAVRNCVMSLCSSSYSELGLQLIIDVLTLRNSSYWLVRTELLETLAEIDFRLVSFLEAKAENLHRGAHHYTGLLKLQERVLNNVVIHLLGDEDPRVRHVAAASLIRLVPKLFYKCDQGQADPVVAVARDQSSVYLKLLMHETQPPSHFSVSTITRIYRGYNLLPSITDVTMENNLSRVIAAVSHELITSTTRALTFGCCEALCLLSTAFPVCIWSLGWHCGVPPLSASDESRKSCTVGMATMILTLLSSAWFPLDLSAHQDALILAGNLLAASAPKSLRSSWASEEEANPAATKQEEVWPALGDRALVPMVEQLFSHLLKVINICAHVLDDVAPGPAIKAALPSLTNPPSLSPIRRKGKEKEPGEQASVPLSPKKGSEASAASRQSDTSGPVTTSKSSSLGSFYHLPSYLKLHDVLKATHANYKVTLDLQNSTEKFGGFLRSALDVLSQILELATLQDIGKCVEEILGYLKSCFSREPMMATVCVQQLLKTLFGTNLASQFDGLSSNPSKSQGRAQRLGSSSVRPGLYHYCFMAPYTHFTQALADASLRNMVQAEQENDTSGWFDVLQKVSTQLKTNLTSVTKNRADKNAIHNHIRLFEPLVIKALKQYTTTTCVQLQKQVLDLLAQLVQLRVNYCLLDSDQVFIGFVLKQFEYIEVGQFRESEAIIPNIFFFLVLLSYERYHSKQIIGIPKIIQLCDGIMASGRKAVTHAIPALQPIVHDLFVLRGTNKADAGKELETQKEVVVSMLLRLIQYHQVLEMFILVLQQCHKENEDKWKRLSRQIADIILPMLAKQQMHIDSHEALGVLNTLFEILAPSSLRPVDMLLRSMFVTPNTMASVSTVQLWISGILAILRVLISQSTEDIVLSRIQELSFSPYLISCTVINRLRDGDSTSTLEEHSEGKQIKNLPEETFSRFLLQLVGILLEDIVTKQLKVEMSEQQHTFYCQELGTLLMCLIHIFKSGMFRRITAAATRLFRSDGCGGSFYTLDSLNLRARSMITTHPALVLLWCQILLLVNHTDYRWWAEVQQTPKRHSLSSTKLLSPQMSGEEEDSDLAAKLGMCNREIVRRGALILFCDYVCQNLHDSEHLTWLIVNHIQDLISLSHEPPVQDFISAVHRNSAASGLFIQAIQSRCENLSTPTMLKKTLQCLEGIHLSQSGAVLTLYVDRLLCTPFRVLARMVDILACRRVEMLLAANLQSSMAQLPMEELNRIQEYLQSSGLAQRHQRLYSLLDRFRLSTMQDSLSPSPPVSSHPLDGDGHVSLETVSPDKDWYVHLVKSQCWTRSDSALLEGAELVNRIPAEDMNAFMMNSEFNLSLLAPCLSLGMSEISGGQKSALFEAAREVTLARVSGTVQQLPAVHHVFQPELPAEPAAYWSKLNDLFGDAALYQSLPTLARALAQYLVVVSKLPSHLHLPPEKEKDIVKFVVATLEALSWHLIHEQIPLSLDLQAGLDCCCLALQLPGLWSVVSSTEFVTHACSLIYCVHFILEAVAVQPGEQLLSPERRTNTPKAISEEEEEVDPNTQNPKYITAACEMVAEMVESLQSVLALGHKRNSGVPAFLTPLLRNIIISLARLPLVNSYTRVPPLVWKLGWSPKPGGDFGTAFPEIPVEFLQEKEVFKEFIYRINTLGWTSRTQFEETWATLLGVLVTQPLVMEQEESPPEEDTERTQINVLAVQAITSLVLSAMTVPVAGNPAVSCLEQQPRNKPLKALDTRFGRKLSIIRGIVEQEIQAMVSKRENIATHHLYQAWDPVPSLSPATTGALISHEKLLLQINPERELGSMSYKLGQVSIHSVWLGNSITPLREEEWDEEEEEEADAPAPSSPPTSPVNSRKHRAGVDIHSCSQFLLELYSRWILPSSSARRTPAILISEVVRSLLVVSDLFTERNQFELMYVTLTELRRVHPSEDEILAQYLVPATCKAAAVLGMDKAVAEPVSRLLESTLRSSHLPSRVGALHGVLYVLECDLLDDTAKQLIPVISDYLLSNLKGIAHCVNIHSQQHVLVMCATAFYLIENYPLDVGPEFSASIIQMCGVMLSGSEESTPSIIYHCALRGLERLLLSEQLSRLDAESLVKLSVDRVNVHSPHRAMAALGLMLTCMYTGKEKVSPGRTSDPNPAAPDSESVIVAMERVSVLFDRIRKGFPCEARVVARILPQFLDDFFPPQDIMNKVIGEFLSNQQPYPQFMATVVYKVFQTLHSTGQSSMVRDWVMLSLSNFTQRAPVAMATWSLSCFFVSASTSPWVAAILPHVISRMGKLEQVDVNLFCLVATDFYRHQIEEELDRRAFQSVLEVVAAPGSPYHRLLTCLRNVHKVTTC
An asterisk follows results filed as active; · = no result given; & = joins results of further samples. Rule as the data show it: active = inhibition above about 50%; inactive = the rest.

structure | Pf apPOL block | mHTT CaM bind
CN(C)c1ccc(CCNC(=O)C23CC4CC(CC(C4)C2)C3)cc1 | -1.3 | -4.9
CCOC(=O)C1C(=O)C=C(c2ccc(F)cc2)CC1c1cc(OC)ccc1OC (centres undefined) | -7.8 | 34.6
Cc1ccc(N(C(=O)COc2ccc(F)cc2)C2C=CS(=O)(=O)C2)cc1 (centres undefined) | -4.7 | 2.4
COc1cc2c(cc1OC)C1=C(c3ccccc3Br)C(=O)C(=O)N1C(C)(C)C2 | 5.0 | 20.0
CCCc1ccc(-c2csc(N)n2)cc1 | -5.0 | 31.0
O=C(NCCc1ccccc1)NC1CCCCC1 | 0.6 | -4.9
CN(C(=O)CSc1nc(-c2ccc(F)cc2)cs1)c1ccccc1 | -12.2 | -7.0
Cc1ccc(F)cc1NC(=O)CSc1ncccn1 | -0.6&1.1 | ·
CCN(CC)S(=O)(=O)c1ccc(NC(=O)c2cccc([N+](=O)[O-])c2)cc1 | -3.2 | 7.4
COC(=O)c1ccc(S(=O)(=O)N2CCCN(c3nc4ccc(Cl)cc4s3)CC2)n1C | -11.0 | ·
O=C(NCCn1ncc2c(N3CCOCC3)ncnc21)C1CC(=O)N(c2ccccc2)C1 (centres undefined) | 4.4 | -11.4
CC(C)n1cnc2cc(CNC(=O)c3cccs3)ccc21 | -4.9 | 26.4

Random excerpt: 2 entries already listed.
structure | Pf apPOL block | mHTT CaM bind
CN(C)c1ccc(CCNC(=O)C23CC4CC(CC(C4)C2)C3)cc1 | -1.3 | -4.9
Cc1ccc(N(C(=O)COc2ccc(F)cc2)C2C=CS(=O)(=O)C2)cc1 (centres undefined) | -4.7 | 2.4

More results:
structure | Pf apPOL block | mHTT CaM bind
CC1CCN(CCOc2ccc3c(=O)c(-c4ccccc4)coc3c2)CC1 | 1.4 | 4.0
Cc1cccc(-c2nc(C3CCN(S(=O)(=O)c4ccc(C)c(F)c4)CC3)no2)c1 | -4.9 | -1.9
COc1ccc(Oc2cccc(Cl)c2CNC(=O)CSCC(=O)O)cc1 | 0.7 | ·
COc1ccc([N+](=O)[O-])cc1NC(=O)c1c(C)cc(C)cc1C | 0.7 | 7.1
O=c1c(NCc2ccccn2)nc2ccncc2n1Cc1ccccc1 | -16.3 | 9.9
Cc1ccc(CN2CC(N3CCN(C4CCN(C)CC4)CC3)CS2(=O)=O)cc1 (centres undefined) | -0.5 | -12.2
COC(=O)c1sc2nccnc2c1NC=C(C#N)C(=O)c1ccc(Cl)cc1 | 6.9 | ·
O=C(Nc1nc(-c2ccc(F)c(F)c2)cs1)c1ccc(F)cc1 | -3.8 | 3.7
Cc1cc(C)nc(NC(=O)c2ccc(-c3ccccc3)cc2)n1 | -5.6 | 9.9
CCCN1C(=O)Cc2cc(C(=O)N3CCOCC3)ccc21 | 1.0 | -1.5
O=C(CCn1c(=O)c2sccc2n(Cc2ccc(F)cc2)c1=O)NCc1ccccc1 | -3.8 | 1.0
CCN1C(=O)c2cccc3c(NC(=O)Nc4cccc(Cl)c4)ccc1c23 | 4.2 | -4.1

Later entries.
structure | Pf apPOL block | mHTT CaM bind
O=C(O)C(c1ccc(Cl)cc1)c1ccc(Cl)cc1 | -1.0 | ·
CC1C(=O)N(c2ccc(F)cc2)CCN1C(=O)c1ccc(F)cc1 (centres undefined) | -2.9 | -7.3
CC(NNc1ccc([N+](=O)[O-])cc1)=C(C#N)C(N)=S | 0.3 | ·
COc1cc(C2=NOC(C(=O)N(C)Cc3ccccc3)C2)cc(OC)c1OC (centres undefined) | -6.4 | 8.9
Cc1ccsc1/C=C(\C#N)c1nc(-c2ccc([N+](=O)[O-])cc2)cs1 | -2.9 | 5.3
CCOc1ccc2c(c1)OC(=Cc1ccc(OC(C)C(=O)OC)c(OC)c1)C2=O (centres undefined) | -6.7 | -0.1
C=C(C)C(=O)Nc1ccc(Oc2ccccc2F)nc1 | -9.8 | ·
Cc1sc(NC(=O)c2cccnc2)c(C(N)=O)c1C | 2.0 | 4.1
S=c1nc(-c2ccco2)n(Cc2ccccc2)c(=S)n1C(=NCc1ccccc1)c1ccco1 | -4.6 | ·
O=C(O)CCCC(=O)Nc1cccc([N+](=O)[O-])c1 | -5.5 | -3.5
CCc1nc(-c2c(C)cc(C)nc2NC(=O)c2cccc(C)c2)no1 | -3.4 | -3.0
COc1ccc([N+](=O)[O-])cc1NC(=O)c1c(F)c(F)c(F)c(F)c1F | -1.9 | -6.0

(cont.)
structure | Pf apPOL block | mHTT CaM bind
CCOc1cc(C2C(C#N)=C(N)OC3=C2C(=O)CC(c2ccccc2)C3)ccc1OC (centres undefined) | -0.7 | 8.2
N#CCc1nc(-c2ccc3c(c2)Cc2ccccc2-3)cs1 | 16.2 | 6.0
CCCOc1nccnc1NC1CCN(C(=O)Cc2cccnc2)CC1 | -1.6 | 3.4
Cc1cc(-c2nnc(COc3cc(C)c(Cl)c(C)c3)o2)ccc1[N+](=O)[O-] | -10.8&-4.3 | ·
O=C1/C(=C/c2cccnc2)SC(=Nc2ccccc2)N1C1CCCCC1 | 2.0 | -3.0
OCCN1CCN(C(c2cccs2)c2sc3ncnn3c2O)CC1 (centres undefined) | -4.7 | -17.5
COc1ccc(CNC(=O)CN(c2ccccc2F)S(C)(=O)=O)cc1 | -0.3 | -1.2
C=CCn1c(=O)c2c(ncn2CC)n(-c2ccccc2C)c1=O | -5.1 | -2.6
O=S(=O)(NCCNc1cc(-n2cccn2)ncn1)c1cc(F)ccc1F | -3.5 | -4.5
C=CCN1C(=O)C(C)(C)COc2ccc(NC(=O)C34CC5CC(CC(C5)C3)C4)cc21 | 0.9 | 4.9
CCCCC[C@H](C)N1C[C@H](COCc2ccccc2)Oc2cc(N3CC[C@@H](O)C3)ccc2S1(=O)=O | -19.1 | 92.4*
Cc1[nH]n(-c2ccccc2)c(=S)c1C=Nc1ccc([N+](=O)[O-])cc1[N+](=O)[O-] | · | 4.7

Continuation.
structure | Pf apPOL block | mHTT CaM bind
Nc1ccc2nc(C(F)(F)F)[nH]c2c1 | · | -0.9
CCC(=O)N(CCC1(C(C)C)CCOC(C)(C)C1)Cc1ccccc1 (centres undefined) | -1.7 | 8.0
CCCSCCCNC(=O)c1cc2n(n1)CCCN(Cc1ccccc1)C2=O | -1.8 | 12.4
Cc1cccc(NC(=O)c2ccccc2O)c1C | -5.7 | -1.9
Cc1ccc(C(C)C)cc1S(=O)(=O)N1CCOCC1 | -5.9 | -9.9
Cc1cccc(N(CC(=O)NCc2ccc(Cl)cc2)S(C)(=O)=O)c1C | -7.1 | -0.2
CS(=O)(=O)Nc1ccc2c(c1)N(C(=O)c1ccccc1)CCC2 | -4.3 | -14.8
Cc1c([N+](=O)[O-])c([N+](=O)[O-])nn1CC(=O)Nc1cccc(O)c1 | 16.6 | 8.0
COc1ccc(C)cc1NC(=O)c1cc(S(=O)(=O)NCCc2ccccc2)ccc1F | -4.2 | 64.0*
CCCN1CCN(C(=O)C2CCCN(c3nnc4ccccn34)C2)CC1 (centres undefined) | -4.3 | -1.0
Cc1cccc(NC(=O)c2cc3c(CO)cnc(C)c3oc2=Nc2ccc(C)c(C)c2)c1 | 12.9 | 5.0
COc1ccc(-c2cn3ccccc3n2)cc1F | 2.9 | 0.2

Other records:
structure | Pf apPOL block | mHTT CaM bind
CCN(CC)c1ccc(C2NN=C(c3ccc(C)cc3)S2)cc1 (centres undefined) | · | 43.5
O=C1CC(C(=O)N2CCN(c3cccc(Cl)c3)CC2)CN1CCc1ccccc1 (centres undefined) | -4.5 | 44.9
CC(C)c1cc(C2CCCN2Cc2cn[nH]c2-c2ccc(F)cc2)no1 (centres undefined) | -1.8 | 15.4
O=C(Nc1ccccc1C(=O)N1CCCCC1)c1ccccc1Cl | -5.0 | -1.1
O=c1c2c3c(sc2nc2n1CCCC2)CCCCC3 | · | -3.0
O=C(Nc1ccccc1-c1nc2ccccc2o1)c1ccc(Cl)s1 | -1.3 | -26.8
O=S(=O)(NC1CCCCC1)c1ccc2nc(-c3ccccc3)[nH]c2c1 | -5.9 | 12.0
CCc1ccc(-n2c(O)cnc2Nc2nc(C)cc(C)n2)cc1 | -8.0 | 6.0
CCc1onc(C)c1C1CCCN1Cc1cn[nH]c1-c1ccc(OC)c(OC)c1 (centres undefined) | -4.2 | 12.4
O=C(Nc1ccc(S(=O)(=O)N2CCc3ccccc32)cc1)c1cccc([N+](=O)[O-])c1 | -6.7 | 10.8
O=C(NCc1cccnc1)c1cc2nc(-c3ccco3)cc(C(F)(F)Cl)n2n1 | -3.3 | 7.0
CCCCOc1ccc(C(=O)Nc2ccc(CC(N)=O)cc2)cc1 | -1.8 | -3.9

(cont.)
structure | Pf apPOL block | mHTT CaM bind
N#Cc1c(N)n(-c2cccc(Cl)c2)c2nc3ccccc3nc12 | 3.2 | 0.0
CCCCN1CC[C@H]2C=CC[C@@H](C(=O)O)[C@H]2C1=O | -3.5 | 13.2
Cc1[nH]n(-c2ccc(Cl)cc2)c(=O)c1C=Nc1cccc(Nc2ccccc2)c1 | -7.7 | 37.0
C=CCCCCC(=O)Nc1ccc(I)cc1 | -6.2 | -18.5
Cc1[nH]nc(Nc2ccccc2Cl)c1[N+](=O)[O-] | -6.4 | 16.7
Cc1ccc(C(=O)N2CCCC2c2c(C)noc2C)cc1 (centres undefined) | -12.8 | -2.1
Nc1cc(C2CCN(C(=O)Nc3ccc(Cl)cc3)CC2)no1 | -0.3 | -8.0
CC(C)c1ccc(C(O)Cc2nc3ccccc3n2C)cc1 (centres undefined) | 3.3 | -1.0
O=C(O)c1ccc(S(=O)(=O)c2ccc3c(c2)C(=O)N(Cc2ccc(Cl)cc2)C3=O)cc1 | 2.8&-3.4 | 13.0&4.8
CCOc1cc(/C=C2\C(=O)NN(c3ccccc3)C2=O)cc(I)c1O | -1.1 | 42.0
Cc1cccc(N2C(=O)C(O)=C(C(=O)c3cccs3)C2c2ccc(F)cc2)n1 (centres undefined) | -2.1 | 10.3
CC1CC2c3cccc(C(=O)O)c3C(=O)N2c2ccc(Cl)cc21 (centres undefined) | -3.8 | -2.0

(more compounds)
structure | Pf apPOL block | mHTT CaM bind
COc1ccc(C(=O)COc2ccc(Br)cc2)cc1 | 0.2 | -22.9
COCCNC(=O)NC1CCCN(c2cc(N3CCCC3)ncn2)C1 (centres undefined) | 0.6 | -0.9
COc1cccc(/C=C2/C(=O)N(c3cccc(Cl)c3)N=C2C)c1 | -3.3 | 96.0*
O=c1oc2ccccc2c(O)c1C=C1C=Nc2ccccc21 | · | 6.4
CCN(C(=O)c1ccc([N+](=O)[O-])cc1)c1ccccc1 | 1.9 | 2.5
O=C(OCc1cc(-c2ccccc2)on1)C1CC(=O)N(c2ccccc2)C1 (centres undefined) | -14.2 | -9.9
O=C(NCCN1CCN(c2cccc(C(F)(F)F)c2)CC1)C1(n2cccc2)CCCCC1 | -4.6 | 96.5*
O=C(c1csc(N2CCN(c3cccc(Cl)c3)CC2)n1)N1CCCCC1 | -3.7 | 38.3
CCn1cc(C(=O)Nc2c(F)cccc2F)c(=O)c2ccc(C)nc21 | -3.7 | -9.0
CCC(=O)NCCc1csc(C2CCCN(C(=O)c3cc(C)on3)C2)n1 (centres undefined) | 0.3 | -3.2
CCC(=O)N1CCc2cc(Br)cc(S(=O)(=O)NCc3ccc(F)cc3)c21 | -9.9 | -3.0
CCOC(=O)N1CCc2nn(CC(=O)Nc3ccc(C)c(C)c3)c(=O)cc2C1 | -3.2 | 6.7

A draw from above in order of SMILES length, low to high.
structure | Pf apPOL block | mHTT CaM bind
O=C(NCCc1ccccc1)NC1CCCCC1 | 0.6 | -4.9
Cc1sc(NC(=O)c2cccnc2)c(C(N)=O)c1C | 2.0 | 4.1
N#CCc1nc(-c2ccc3c(c2)Cc2ccccc2-3)cs1 | 16.2 | 6.0
COc1ccc([N+](=O)[O-])cc1NC(=O)c1c(C)cc(C)cc1C | 0.7 | 7.1
CCOC(=O)N1CCc2nn(CC(=O)Nc3ccc(C)c(C)c3)c(=O)cc2C1 | -3.2 | 6.7

Carrying on:
structure | Pf apPOL block | mHTT CaM bind
Cc1ccc(S(=O)(=O)n2c(=O)oc3cc(Br)ccc32)cc1 | -2.0 | 7.0
CN1CCC(N(CC2CCOC2)C(=O)c2cc(F)ccc2Cl)CC1 (centres undefined) | -0.9 | -4.6
CC(C)c1ccc(CNc2nc3ccncc3n(C)c2=O)cc1 | -6.3 | 2.9
COc1cccc(OC)c1C(=O)N1CCCN(C2CCN(Cc3ccccc3)C2=O)CC1 (centres undefined) | 10.3 | 7.5
O=C(CN1C(=O)C2CCCN2C(=O)c2ccc(F)cc21)Nc1cc(F)cc(F)c1 (centres undefined) | -7.2 | 1.8
CN(C)C(CNC(=O)C1(c2ccc(F)cc2)CC1)c1cn(C)c2ccccc12 (centres undefined) | 0.9 | -11.4
Cc1ccc(-c2cnco2)cc1 | -7.0&-5.7 | ·
CCOc1ccccc1NC(=O)C1CCN(c2cc(N3CCCC3)ncn2)CC1 | -8.0 | 33.1
N#C/C(=C\c1cc2c(cc1Br)OCO2)C(=O)Nc1ccccc1C(=O)O | -0.2 | 4.0
CCOc1ccc(C2Nc3ccc4ncccc4c3C3=C2C(=O)CCC3)cc1 (centres undefined) | -9.7 | 44.0
O=C(O)CCCCCNS(=O)(=O)c1ccc(Br)c(C(=O)O)c1 | 3.1 | 3.0
O=C(COc1ccccc1Cl)Nc1ccccc1[N+](=O)[O-] | 0.7 | 5.1

More compounds.
structure | Pf apPOL block | mHTT CaM bind
COc1cc(C=C2SC(=S)N(CCC(=O)O)C2=O)cc(OC)c1OC | -46.5 | 14.7
Cc1cc(C)cc(CC2CC(=O)N(c3ccc([N+](=O)[O-])cc3)C2=O)c1 (centres undefined) | -2.0 | -0.9
CC(=O)N1CCc2cc(Br)cc(S(=O)(=O)NC3CCCc4ccccc43)c21 (centres undefined) | 0.3 | 24.0
O=C(NCc1ccc(F)cc1Cl)C1=C2CCCN2c2ccccc2S1(=O)=O | 0.2 | -4.0
CC(=O)Nc1cc2cc(NS(=O)(=O)c3ccc(C)cc3)ccc2oc1=O | 4.5 | ·
CC(C)(C)C(NC(=O)OCc1ccccc1)C(=O)O (centres undefined) | -7.0 | 0.3
COCCCNC(=O)C(=O)NCC(C)C | 4.6 | -4.1
O=C1Nc2ccc(Br)cc2C(O)(C(=O)NCc2cccs2)N1c1ccccc1 (centres undefined) | -1.9 | -1.0

These rows are one share of the data; rates above refer to the full screens.
